Screening results: PubChem BioAssay, several laboratories
Avidin bead fluor – compound fluoresces at 488/530 nm on avidin beads. fluorescence (KMESF) at 10 µM. AID 1775. 0.38% of 220,000 active. compound fluorescence 488/530 nm, flow cytometry; active compounds read high; in the data active = fluorescence above about 47; also: inactives centre near 10
Cdc42 wt – human Cdc42 wildtype GTP binding change, either direction. 0.2% of 190,000 active. AID 761. GST-Cdc42 beads, Bodipy-GTP binding, flow cytometry; actives lie on both sides. percent activity (GTP binding), % at 10 µM;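 active = percent activity GTP binding at least 20 points away from the 100% baseline, either down as inhibitor or up as activator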;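 also: median bead fluorescence of bound Bodipy-FL-GTP at 100 nM; 0% = excess unlabeled GTP control and 100% = no compound control; below 100% means less GTP binding so inhibitor and above means activator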
Target sequence (P60953 whole entry, looked up): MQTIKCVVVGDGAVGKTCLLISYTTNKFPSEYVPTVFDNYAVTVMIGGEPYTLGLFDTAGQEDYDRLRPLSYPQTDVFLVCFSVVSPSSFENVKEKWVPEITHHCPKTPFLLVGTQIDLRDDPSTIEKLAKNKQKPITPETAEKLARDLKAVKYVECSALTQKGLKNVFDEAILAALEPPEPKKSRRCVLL
Mcl1-Noxa inh – Mcl-1/Noxa interaction inhibition. AID 1022. TR-FRET Mcl-1/Noxa peptide binding, 2 h. Q07820. inhibition, % at 21.7 µM. 1.5% of 220,000 active;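 active = compounds that cut the protein-peptide binding signal by more than 50% relative to plate controls in a single-dose test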;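 also: His-tagged Mcl-1 with rhodamine Noxa BH3 peptide and terbium anti-His antibody; 0% = Mcl-1 plus Noxa peptide wells and 100% = peptide-only wells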
Target sequence (Q07820 whole entry, looked up): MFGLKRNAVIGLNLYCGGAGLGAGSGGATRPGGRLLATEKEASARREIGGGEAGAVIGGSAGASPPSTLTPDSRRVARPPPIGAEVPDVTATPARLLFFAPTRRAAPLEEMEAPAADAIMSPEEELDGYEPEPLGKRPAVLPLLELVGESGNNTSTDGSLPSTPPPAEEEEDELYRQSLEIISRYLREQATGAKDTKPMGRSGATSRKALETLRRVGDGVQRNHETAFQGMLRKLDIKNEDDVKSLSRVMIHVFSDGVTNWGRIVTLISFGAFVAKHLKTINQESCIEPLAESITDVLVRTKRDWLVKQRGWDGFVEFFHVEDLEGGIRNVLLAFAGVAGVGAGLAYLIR
GSH fluor – compound fluoresces at 488/530 nm on GSH beads; GSH beads flow cytometry, compound fluorescence 488/530 nm; active compounds read high; fluorescence (KMESF) at 10 µM; 0.25% of 190,000 active; in the data active = fluorescence above about 89;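 also: glutathione beads carrying GST-tagged Bcl family fusion proteins plus one bare bead set; values are compound well signal with DMSO vehicle wells as background; inactives centre near 16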
HRas wt GTP bind – human HRas wildtype GTP binding, change in either direction. GST-Ras wt beads, Bodipy-FL-GTP binding, flow cytometry; actives lie on both sides. GTP binding activity, % at 10 µM. 0.14% of 190,000 active;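 active = GTP binding activity at least 20% away from the 100% baseline, either lowered as inhibitor or raised as activator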;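 also: 0% = unlabeled GTP competition control and 100% = no-compound control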
Target sequence (P01112 whole entry, looked up): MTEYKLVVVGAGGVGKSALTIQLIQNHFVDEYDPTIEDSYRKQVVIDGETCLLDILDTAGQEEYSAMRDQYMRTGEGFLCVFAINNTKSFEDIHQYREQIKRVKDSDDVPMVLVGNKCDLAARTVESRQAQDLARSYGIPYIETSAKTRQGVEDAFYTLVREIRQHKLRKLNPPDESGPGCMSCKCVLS
Mcl1-Bid inh – Mcl-1/Bid interaction inhibition; Q07820; TR-FRET Mcl-1/Bid-Dy647 peptide binding, 1536-well; inhibition, % at 21.7 µM; 0.97% of 220,000 active; AID 1021;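 active = compounds that cut the binding signal by more than half at the single screening dose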;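 also: His-tagged Mcl-1 with europium anti-His antibody binding Bid BH3 peptide; 0% = Mcl-1 plus peptide wells and 100% = peptide-only wells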
Rab7 wt GTP bind – dog Rab7 wildtype GTP binding, inhibitors and activators; GST-Rab7 beads, fluorescent GTP binding, flow cytometry; actives lie on both sides; untreated = 100%, excess cold GTP = 0%; GTP binding activity (percent of control), % at 10 µM; 0.055% of 190,000 active; AID 758;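 active = fluorescent GTP binding to Rab7 beads changed by at least 20 points from the 100% baseline, either direction, mostly lower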;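 also: median green fluorescence of bound Bodipy-FL-GTP per Rab7 bead population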
Rac1 wt GTP bind – modulators of human Rac1 wildtype GTP binding; P63000; GST-Rac1 beads, fluorescent GTP binding, flow cytometry; actives lie on both sides; 0 = cold GTP competed, 100 = untreated; GTP binding activity (% of control), % at 10 µM; 0.27% of 190,000 active;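 active = GTP binding activity at least 20 points away from the 100% control level, either lower or higher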
Rac1 act GTP bind – human Rac1 activated mutant GTP binding change. P63000. GST-Rac1 activated beads, fluorescent GTP binding, flow cytometry; actives lie on both sides; 100% means binding = to untreated wells. 0.11% of 190,000 active. percent activity (GTP binding), % at 10 µM. AID 764;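 active = GTP binding at least 20 percentage points away from the 100% baseline, in either direction, so actives lie on both sides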
Pf gamet viab – P. falciparum stage V gametocyte viability inhibition. P. falciparum stage V gametocytes, ATP luminescence, 24 h. inhibition, % at 10.9 µM. 0.065% of 150,000 active. AID 743093;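 active = inhibition above the mean plus 3 SD of compounds within the control limits, set per campaign, cut at about 38% in these data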;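 also: 0% = DMSO wells and 100% = medium only without gametocytes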
Rab2A wt mod – changes GTP binding to wildtype dog Rab2A, up or down. P61105. GST-Rab2 wt beads, Bodipy-GTP binding, flow cytometry. GTP binding activity, % at 10 µM. 0.19% of 190,000 active. AID 760;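 active = GTP binding activity at least 20 points away from 100%, either lowered or raised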;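 also: 0% = beads with excess unlabeled GTP and 100% = no-compound control corrected for plate trend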
* hit, by the source's call; . = no result given.

structure,Pf gamet viab,Rac1 act GTP bind,Cdc42 wt,Mcl1-Bid inh,Rab7 wt GTP bind,HRas wt GTP bind,Mcl1-Noxa inh,GSH fluor,Rab2A wt mod,Rac1 wt GTP bind,Avidin bead fluor
COc1cc(N=c2oc3c(C)ncc(CO)c3cc2C(N)=O)cc(OC)c1OC,0,83,68*,-27,91,68*,20,24,67*,64*,8
COc1ccc(OCCSc2nnc3c(Cl)cc(Cl)cn23)cc1,17,98,98,-49,100,95,5,15,97,99,21
O=C(Nc1ccc(Br)cc1)c1ccc(CSC2=NCCS2)cc1,.,98,99,-34,98,100,12,15,101,100,9
O=C(Nc1cccc2ccccc12)/C(Cl)=C/c1ccccc1,3,91,90,25,94,94,12,29,95,88,9
CC(OC(=O)Cn1c(C(F)(F)F)nc2ccccc21)C(N)=O (stereo not given),.,94,97,-12,98,100,-2,17,96,96,31
CCC(C)n1cnc2c(c1=O)c1nc3ccccc3nc1n2-c1ccc2c(c1)OCCO2 (stereo not given),.,105,108,-22,101,106,5,4,103,107,8
Cc1ccc(OCc2nnc(NC(=O)OCC(C)C)s2)c(C)c1,.,102,102,-22,100,100,-7,31,98,106,13
CCC(=O)Nc1nc2ccc(NC(=O)c3cc(OC)c(OC)c(OC)c3)cc2s1,-11,97,98,-8,103,98,13,11,100,102,13
Cc1ccc(S(=O)(=O)N2CCN(C(=O)N(C)C)CC2)cc1,0,96,97,-2,101,95,-18,13,97,99,13
O=C(Nc1ccc2c(c1)OCO2)C1CCCN1C(=O)Nc1ccccc1F (stereo not given),.,96,100,-19,96,100,-1,56,95,101,10
CCSc1cc(C)nc2c(-c3ccccc3)c(C)nn12,.,96,99,-16,96,97,-10,6,95,98,6
C=CCNc1sc(C(=O)c2ccccc2)c(N)c1-c1nc2ccccc2s1,.,100,99,-62,101,102,36,34,103,107,13
CCOC(=O)CC(=O)CSc1nc2c(sc(=S)n2-c2ccccc2)c(=O)[nH]1,8,96,100,-4,101,101,13,16,98,105,23
O=C(NCc1cccs1)Nc1ccc2c(c1)OCO2,-4,100,101,-18,103,101,48,23,101,102,17
COc1cccc2cc(C(C)N(CCCN3CCOCC3)C(=S)Nc3c(C)cccc3C)oc12 (stereo not given),14,95,93,-27,102,93,-6,8,96,97,7
CCOC(=O)C1=C(C)NC(=O)NC1c1ccc(N(CC)CC)cc1 (stereo not given),.,99,102,-37,103,102,12,18,101,104,6
Cc1nc2nc3c(cn2n1)C(=O)CCC3,.,100,104,-10,102,105,16,10,105,107,8
Cc1cc(C)nc(SCc2ccc(C(=O)N/N=C/c3ccncc3)cc2)n1,17,96,95,-30,95,96,9,19,97,97,5
O=C(COc1ccc(Cl)cc1)NCc1nnc(SCC(=O)c2ccccc2)o1,.,99,105,-11,100,103,4,17,101,103,9
O=C(Nc1ccon1)c1ccc(S(=O)(=O)N2CCOCC2)cc1,27,92,94,-34,100,93,1,12,94,94,8
Cc1ccc(-n2c(SCC(=O)N3c4ccccc4Sc4ccccc43)nnc2-c2ccncc2)cc1,.,96,99,1,96,96,-17,19,95,97,14
CCOC(=O)c1cc2ccc(OC)c(OC)c2c(=O)s1,.,93,97,-16,91,95,-4,24,95,93,14
O=C(O)c1ccc2nc(-c3ccco3)c(-c3ccco3)nc2c1,-3,87,84,-10,92,87,80*,11,86,85,11
CSc1ccc(C(=O)C2CCCN(S(=O)(=O)c3c(C)noc3C)C2)cc1 (stereo not given),-2,96,96,-11,100,102,-3,15,97,102,11
CCO[C@@H]1OC(C(=O)NC2CC2)=C[C@H](c2ccc(C(F)(F)F)cc2)[C@H]1CCCO,-43,96,96,1,104,97,-15,18,97,101,5
Cc1ccccc1-n1c(=O)c2ccccc2n(CC(=O)NCc2ccco2)c1=O,9,95,98,-25,97,96,12,21,97,98,6
CN(C(=O)COC(=O)c1n[nH]c2ccccc12)c1ccccc1,7,97,93,-13,94,95,-3,17,96,97,10
O=C(OCn1nnc2ccccc2c1=O)c1ccco1,.,97,104,-18,104,102,-1,17,102,105,6
CC(C)COc1ccccc1C(=O)NC(CO)C(=O)O (stereo not given),3,95,99,0,102,101,15,12,101,96,16
S=C(NCc1ccc(Cl)cc1)Nc1ccccc1Cl,.,101,100,-21,97,99,13,9,97,101,15
COC(=O)COc1cc2ccccc2cc1C(=O)Nc1ccccc1,25,94,101,-17,96,95,3,19,96,96,10
c1ccc(OCc2nn3c(-c4cccnc4)nnc3s2)cc1,.,97,98,-5,97,95,4,18,95,103,22
CC1(C)CC(NS(=O)(=O)c2ccc(S(=O)(=O)N3CCOCC3)cc2)CCO1 (stereo not given),20,100,102,-28,100,102,-1,20,99,103,12
COc1cnc(-c2ccccn2)nc1Sc1ccc(F)cc1,21,96,99,-25,98,92,-17,13,97,96,16
COc1ccc(C2SCCN2C(=S)Nc2ccc(F)cc2)cc1 (stereo not given),-4,102,106,-27,98,100,1,18,99,107,12
CCC(C)N(NC(C)=O)c1nc(Cl)nc(NC(C)(C)C)n1 (stereo not given),9,100,100,6,99,100,13,10,99,104,10
COc1cc2c(cc1NC(=O)COC(=O)CNC(=O)c1ccccc1)oc1ccccc12,-5,93,94,2,102,94,9,20,93,97,6
COC(=O)c1ccc(N2CN=C(c3ccc(C)cc3)NC2=S)cc1,.,93,91,-19,91,95,-2,14,91,94,13
Clc1ccc(CNCc2cccs2)c(Cl)c1,13,99,102,-4,100,99,3,13,97,102,13
Cc1c(C(=O)NCc2ccc3c(c2)OCO3)oc2ccc(S(=O)(=O)N3CCCCCC3)cc12,24,98,100,-3,94,97,10,24,99,101,8
Cc1nn(C)cc1/C=C/C(=O)c1ccc(O)cc1,3,96,96,-39,97,97,7,4,96,96,2
CCC1(COC(NC(=O)c2cccnc2)(C(F)(F)F)C(F)(F)F)COC1,.,103,104,-12,101,104,1,5,101,107,6
O=C(NCc1ccc2c(c1)OCO2)Oc1ccccc1,.,99,105,-7,102,100,18,22,102,107,9
O=C(C1CCCN(S(=O)(=O)c2cccc3cccnc23)C1)N1CCN(c2ccccc2F)CC1 (stereo not given),.,99,97,4,98,98,4,23,98,101,5
COc1ccc(C(=O)N(CCN2CCOCC2)CC(=O)NC2CCCC2)cc1OC,.,100,100,-28,99,102,6,23,100,99,12
CN1CCN(S(=O)(=O)c2ccc(NC(=O)c3ccc(Br)o3)cc2)CC1,-16,94,98,-22,101,99,11,14,97,97,41
COC(=O)c1ccc(Oc2nc(NC(C)C)nc(N(C)C)n2)cc1,.,98,103,-3,103,104,3,28,103,105,14
Cc1cc(OC(=O)C2CC2)c([N+](=O)[O-])c(=O)[nH]1,5,95,95,10,107,99,33,17,100,98,7
CC(=O)Nc1ccc(Nc2ccc(S(=O)(=O)C(F)(F)F)cc2[N+](=O)[O-])cc1,3,101,104,2,99,100,11,14,99,106,16
O=C(Cn1nnc(-c2cccs2)n1)N1c2ccccc2Sc2ccc(C(F)(F)F)cc21,.,101,99,-3,98,102,-8,15,100,102,7
Cc1ccc2c(c1)S/C(=C/c1ccc[n+](CCO)c1)N2C,1,92,96,24,107,101,27,11,101,97,5
Cc1cccc(NC(=O)CC2NC3CCCCC3NC2=O)c1 (stereo not given),.,90,97,-18,96,93,.,32,94,93,10
Cc1ccc(NC(=O)C(C)c2ccc(-c3ccccc3)c(F)c2)c(C)c1 (stereo not given),.,98,98,-12,99,99,7,25,98,98,11
CCNC(=S)N/N=C/c1ccc(C#N)cc1,-13,94,90,-34,100,92,-19,11,95,96,6
Cc1cc(C)c2c(NC(=O)CCl)nn(C)c2n1,-14,98,98,6,97,95,8,11,96,99,22
Cc1cc(C)c(S(=O)(=O)NCCC2CCCN2C)c(C)c1 (stereo not given),29,102,102,-34,100,101,12,13,102,104,3
CC(C)=CCN1CCN(Cc2ccc(C)s2)CC1CCO (stereo not given),-4,98,97,-34,103,96,-6,9,99,94,12
O=C(c1ccc(F)cc1)N(c1ccccn1)C1CCCCC1,2,97,98,-14,106,103,22,23,101,102,10
CC(C)=CC(=O)OCC(=O)Nc1cc(C)cc(C)c1,9,94,99,-25,97,97,-1,10,97,101,11
Cc1cccc(C)c1NC(=O)CSc1nnc(C)n1CC1CCCO1 (stereo not given),8,97,94,-8,101,97,3,10,97,98,9

Next part:
structure,Pf gamet viab,Rac1 act GTP bind,Cdc42 wt,Mcl1-Bid inh,Rab7 wt GTP bind,HRas wt GTP bind,Mcl1-Noxa inh,GSH fluor,Rab2A wt mod,Rac1 wt GTP bind,Avidin bead fluor
CNC(=O)CNC(=O)Nc1ccc(C)cc1,14,92,94,-13,100,95,2,14,93,94,12
COc1cc(OC)cc(-c2cc3nc4c(c(N5CCN(c6ncccn6)CC5)n3n2)CCCC4)c1,-14,92,93,-11,97,94,-6,15,93,93,36
O=C(NNC(=S)Nc1ccc(Cl)cc1)c1cccs1,-6,91,94,-51,98,95,-6,11,95,94,11
COc1cccc(/C=C(\CC(=O)O)c2nc3ccccc3s2)c1,8,84,83,-8,101,88,6,21,87,88,6
Cc1cccc(C)c1NC(=O)CSc1nnnn1-c1ccc(C(=O)O)cc1,.,97,102,-7,99,100,12,10,97,98,19
COc1ccccc1NC(=O)CSc1nc(O)cc(=O)n1C,.,101,104,-45,100,103,7,16,102,100,11
COc1ccc([N+](=O)[O-])cc1NC(=O)CC(c1ccccc1)c1ccccc1,-12,99,101,-3,100,101,2,10,100,105,7
CCn1cc(/C=C/C(=O)Nc2c(C)nn(Cc3ccccc3)c2C)cn1,.,98,98,-75,97,95,11,9,98,100,9
CCOCCCNC(=O)Cc1c(C(=O)O)[nH]c2ccc(Cl)cc12,.,98,101,-5,98,97,18,13,99,102,23
O=C(Cn1cc2c(n1)CCCC2)Nc1ccccc1Br,.,99,97,-11,97,99,1,18,99,100,7
CCN(CC)S(=O)(=O)c1ccc(OC)c(NC(=O)C(C)Oc2ccc3c(C)cc(=O)oc3c2)c1 (stereo not given),5,101,102,2,103,102,6,12,99,105,12

Limited to Rac1 wt GTP bind (2 entries from above):
| SMILES | Rac1 wt GTP bind |
| --- | --- |
| COc1cc(OC)cc(-c2cc3nc4c(c(N5CCN(c6ncccn6)CC5)n3n2)CCCC4)c1 | 93 |
| O=C(NNC(=S)Nc1ccc(Cl)cc1)c1cccs1 | 94 |
